Yeast superoxide: yeast age-related superoxide inhibition as caloric restriction mimetic. S. cerevisiae aged cells, superoxide DHE fluorescence; active compounds read low. superoxide response (% of plate mean), % at 10 µM. 330,000 tested, 0.18% active. AID 2690;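 active means superoxide response under a set limit, about three screen SD below normal, cut at about 65% in these data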;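 further: yeast aged for seven days with compound at 30 °C before DHE staining; 100% = average MFI of all compound-treated wells on the plate with controls excluded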
AGP1 TOR yeast: yeast TOR pathway AGP1-GFP modulation; S. cerevisiae AGP1-GFP multiplex flow cytometry, 3 h; GFP as percent of DMSO wells; GFP response vs DMSO, % at 10 µM; 320,000 tested, 0.02% active; AID 2066;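 active means GFP response relative to DMSO above a set limit, near screen average plus 3 SD, cut at about 150% in these data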;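 further: median GFP channel fluorescence of the gated AGP1 strain per well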
BCLXL inh: Bcl-xL (human) inhibition. Q07817. GST-Bcl-xL / FITC-Bim BH3 peptide fluorescence polarization. inhibition, % at 10.9 µM. 320,000 tested, 0.7% active. AID 2129;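 active means inhibition above the mean of all tested compounds plus 3 SD, cutoff set per campaign, cut at about 30% in these data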;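 further: 0% = DMSO wells and 100% = unlabeled Bim-BH3 peptide competitor; inhibitors lower millipolarization by displacing the labeled peptide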
VLA-4 inh: inhibition in a human VLA-4 binding assay; 330,000 tested, 0.2% active; VLA-4 expressing cells, ligand binding flow cytometry; P13612; AID 2557; inhibition, % (about 7 µM as worked out from the volumes in the protocol); in the data active means inhibition above about 50%
GRK2 aptamer HTS: inhibitors of human GRK2 displacing RNA aptamer | P25098 | bead flow cytometry, FAM-aptamer displacement from GRK2 | inhibition of aptamer binding, % at 10 µM | 330,000 tested, 0.59% active;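 active means inhibition of aptamer binding above 40%, roughly 3 SD of noise, on plates passing a quality check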;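 further: median bead fluorescence of bound FAM aptamer so fluorescent compounds give negative values; no value below 0 was filed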
Target sequence (P25098 whole entry, looked up): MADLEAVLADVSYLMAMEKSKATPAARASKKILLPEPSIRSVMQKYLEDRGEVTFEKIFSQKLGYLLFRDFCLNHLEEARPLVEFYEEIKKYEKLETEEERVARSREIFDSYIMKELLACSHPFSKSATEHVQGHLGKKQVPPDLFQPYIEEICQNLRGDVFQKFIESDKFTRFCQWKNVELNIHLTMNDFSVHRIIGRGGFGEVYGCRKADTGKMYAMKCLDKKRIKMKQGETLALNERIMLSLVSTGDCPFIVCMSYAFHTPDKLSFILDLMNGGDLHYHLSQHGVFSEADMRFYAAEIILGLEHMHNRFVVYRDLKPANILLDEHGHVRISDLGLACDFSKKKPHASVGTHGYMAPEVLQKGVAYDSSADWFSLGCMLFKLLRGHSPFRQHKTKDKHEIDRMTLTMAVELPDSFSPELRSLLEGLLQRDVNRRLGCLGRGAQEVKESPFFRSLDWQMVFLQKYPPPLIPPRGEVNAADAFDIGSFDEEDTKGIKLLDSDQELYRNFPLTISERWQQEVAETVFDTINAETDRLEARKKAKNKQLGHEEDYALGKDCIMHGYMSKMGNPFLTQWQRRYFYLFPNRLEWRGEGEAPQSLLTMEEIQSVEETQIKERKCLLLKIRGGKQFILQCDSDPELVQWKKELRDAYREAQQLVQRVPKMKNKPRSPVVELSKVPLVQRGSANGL
MCL1-BIM inh: inhibitors of human MCL1 binding to BIM-BH3 peptide; Q07820; GST-MCL1 / FITC-Bim-BH3 fluorescence polarization; inhibition, % at 10.9 µM; 320,000 tested, 0.68% active; AID 2057;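 active means inhibition above the mean inhibition of all tested compounds plus 3 SD, set per campaign, cut at about 40% in these data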;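 further: 0% = DMSO wells and 100% = unlabeled Bim-BH3 peptide control; higher means more loss of mP so more displacement of Bim peptide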
Target sequence (Q07820 whole entry, looked up): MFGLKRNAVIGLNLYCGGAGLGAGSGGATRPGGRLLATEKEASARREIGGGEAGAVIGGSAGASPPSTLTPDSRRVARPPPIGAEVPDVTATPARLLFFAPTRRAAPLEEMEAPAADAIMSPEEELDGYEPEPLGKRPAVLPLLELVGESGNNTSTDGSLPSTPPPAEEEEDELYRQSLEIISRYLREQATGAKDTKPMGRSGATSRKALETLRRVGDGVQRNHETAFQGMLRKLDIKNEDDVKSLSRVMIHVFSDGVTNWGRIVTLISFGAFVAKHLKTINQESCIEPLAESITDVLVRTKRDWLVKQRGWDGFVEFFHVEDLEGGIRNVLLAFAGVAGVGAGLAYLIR
MEX-5 binding: C. elegans MEX-5 TCR-2 RNA binding activity. MEX-5/FITC-TCR2 RNA binding, fluorescence polarization; active compounds read low. Q9XUB2. 300,000 tested, 0.38% active. activity score (negative = inhibition of binding), % at 10 µM. AID 1832;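 active means inhibition past about -25% in most replicates, and total fluorescence under double the plate's negative control median, limit read from the data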;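 further: 0% = DMSO and -100% = 5 µM competing unlabeled TCR2 RNA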
CIT2 TOR yeast: alters CIT2-GFP fluorescence in TOR pathway yeast screen; S. cerevisiae CIT2-GFP strain, flow cytometry, 3 h; 100 means same as DMSO wells; GFP response vs DMSO, % at 10 µM; 320,000 tested, 0.065% active; AID 2029;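 active means GFP response relative to DMSO above a set limit, near the screen mean plus 3 SD, cut at about 150% in these data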;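 further: ratio of well median GFP fluorescence to mean of DMSO wells on the plate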
GLD-1 RNA inh: GLD-1-TGE RNA interaction inhibition (C. elegans) | purified GLD-1 + fluorescein TGE RNA, fluorescence polarization | inhibition, % at 5.96 µM | 320,000 tested, 0.44% active;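 active means percent inhibition above a per-plate cutoff, the plate mean of test compounds plus 3 SD, cut at about 30% in these data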;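 further: 0% = DMSO wells with GLD-1 and probe and 100% = wells lacking GLD-1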
* marks the source's active call; other numbers are inactive results. Compounds as they come; any-hit rate near 2.1%.

Screening Cc1ccc(-c2noc(CN3CCN(Cc4ccccc4)CC3)n2)cc1 returned Yeast superoxide 93, AGP1 TOR yeast 104, BCLXL inh -3, VLA-4 inh 6, GRK2 aptamer HTS 1, MCL1-BIM inh -3, MEX-5 binding 1.1, CIT2 TOR yeast 102 and GLD-1 RNA inh 11.
COC(=O)C1CC(=O)c2ccsc2C1 (centres undefined) was read as Yeast superoxide 80, AGP1 TOR yeast 104, BCLXL inh -2, VLA-4 inh -5, GRK2 aptamer HTS 6, MCL1-BIM inh -12, MEX-5 binding -0.2, CIT2 TOR yeast 114 and GLD-1 RNA inh -2.
`Cc1ccc2c(=O)n3c(nc2c1)C(Cc1ccccc1)NC(=O)c1ccc(Cl)cc1-3` (centres undefined) gave Yeast superoxide 97, AGP1 TOR yeast 98, BCLXL inh 5, VLA-4 inh -1, GRK2 aptamer HTS 1, MCL1-BIM inh 2, CIT2 TOR yeast 103 and GLD-1 RNA inh 3.
Screening O=C(Cc1cc(=O)[nH][nH]1)N/N=C/c1ccccc1[N+](=O)[O-] returned Yeast superoxide 105, AGP1 TOR yeast 103, BCLXL inh 3, VLA-4 inh 13, GRK2 aptamer HTS 4, MCL1-BIM inh 7, MEX-5 binding -4.3, CIT2 TOR yeast 101 and GLD-1 RNA inh 4.
For O=C(O)C(F)(F)C(NCc1ccccc1)c1ccccc1 (centres undefined) the results were Yeast superoxide 100, AGP1 TOR yeast 102, BCLXL inh -6, VLA-4 inh 24, GRK2 aptamer HTS 0, MCL1-BIM inh -8, MEX-5 binding -1.0, CIT2 TOR yeast 98 and GLD-1 RNA inh 2.
For COCCN(C(=O)CSc1nc2ccccc2c(=O)n1CCOC)c1c(N)n(Cc2ccccc2)c(=O)[nH]c1=O the results were Yeast superoxide 93, AGP1 TOR yeast 93, BCLXL inh -1, VLA-4 inh 0, GRK2 aptamer HTS 1, MCL1-BIM inh 2, MEX-5 binding 2.9, CIT2 TOR yeast 97 and GLD-1 RNA inh 3.
CCCCC(=O)Nc1ccc(C2C(=O)c3ccccc3C2=O)cc1 was read as Yeast superoxide 114, AGP1 TOR yeast 99, BCLXL inh 1, VLA-4 inh 0, GRK2 aptamer HTS 0, MCL1-BIM inh 6, MEX-5 binding 0.9, CIT2 TOR yeast 88 and GLD-1 RNA inh 2.
`O=C(Cc1c(F)cccc1Cl)Nc1ccc(S(=O)(=O)N2CCCC2)cc1` gave Yeast superoxide 110, AGP1 TOR yeast 103, BCLXL inh 1, VLA-4 inh 13, GRK2 aptamer HTS 0, MCL1-BIM inh 2, MEX-5 binding 3.1, CIT2 TOR yeast 102 and GLD-1 RNA inh 2.
Screening Cc1cc(C)n(C(=O)CNC(=O)COc2ccccc2)n1 returned Yeast superoxide 99, AGP1 TOR yeast 95, BCLXL inh 5, VLA-4 inh -5, GRK2 aptamer HTS 1, MCL1-BIM inh -4, CIT2 TOR yeast 90 and GLD-1 RNA inh -4.
Screening COc1cc(NC(=O)c2c(Cl)cnn2C)c(OC)cc1Cl returned Yeast superoxide 90, AGP1 TOR yeast 98, BCLXL inh 3, VLA-4 inh -2, GRK2 aptamer HTS 1, MCL1-BIM inh 9, MEX-5 binding 2.4, CIT2 TOR yeast 101 and GLD-1 RNA inh 4.
`O=C(NC1CCCCC1)C1CCN(S(=O)(=O)c2cccc3nonc23)CC1` gave Yeast superoxide 93, AGP1 TOR yeast 101, BCLXL inh 1, VLA-4 inh 2, GRK2 aptamer HTS 0, MCL1-BIM inh 0, MEX-5 binding 0.7, CIT2 TOR yeast 104 and GLD-1 RNA inh -4.
`COC(=O)c1ccc(C2N=C(c3cccs3)CC(c3ccccc3O)N2)cc1` (centres undefined) gave Yeast superoxide 126, AGP1 TOR yeast 96, BCLXL inh -10, VLA-4 inh 1, GRK2 aptamer HTS 23, MCL1-BIM inh -9, MEX-5 binding -1.1, CIT2 TOR yeast 85 and GLD-1 RNA inh -2.
For CC1CCN(CC(=O)Nc2ccc(S(=O)(=O)N3C(C)CCCC3C)cc2)CC1 (centres undefined) the results were Yeast superoxide 99, AGP1 TOR yeast 97, BCLXL inh 4, VLA-4 inh 4, GRK2 aptamer HTS 2, MCL1-BIM inh 9, MEX-5 binding 2.1, CIT2 TOR yeast 100 and GLD-1 RNA inh 1.
`O=C(c1ccccc1)c1c(-c2ccccc2)[nH]n(-c2ccccc2)c(=O)c1=O` gave Yeast superoxide 97, AGP1 TOR yeast 102, BCLXL inh 5, VLA-4 inh -7, GRK2 aptamer HTS 3, MCL1-BIM inh 5, MEX-5 binding -0.3, CIT2 TOR yeast 93 and GLD-1 RNA inh 1.
`COCCNc1nc(SCC(=O)N2CCN(c3ccccc3OC)CC2)nc2ccccc12` gave Yeast superoxide 98, AGP1 TOR yeast 110, BCLXL inh 7, VLA-4 inh -1, GRK2 aptamer HTS 0, MCL1-BIM inh 3, MEX-5 binding -3.8, CIT2 TOR yeast 110 and GLD-1 RNA inh 9.
Cc1ccc(C2(C(=O)N3CCC(n4nc(-c5ccccc5)oc4=O)CC3)CC2)cc1 was read as Yeast superoxide 108, AGP1 TOR yeast 100, BCLXL inh 3, VLA-4 inh -26, GRK2 aptamer HTS 1, MCL1-BIM inh -2, MEX-5 binding 1.4, CIT2 TOR yeast 100 and GLD-1 RNA inh 4.
For C[C@H](NC(=O)C1(c2ccccc2)CCN(C(=O)[C@H]2CSCN2C(=O)OC(C)(C)C)CC1)C(=O)O the results were Yeast superoxide 110, AGP1 TOR yeast 111, BCLXL inh 0, VLA-4 inh -10, GRK2 aptamer HTS 0, MCL1-BIM inh -2, MEX-5 binding -1.3, CIT2 TOR yeast 101 and GLD-1 RNA inh -4.
Screening O=C(NC(=O)c1ccncc1)NC(c1ccccc1)c1ccccc1 returned Yeast superoxide 87, AGP1 TOR yeast 100, BCLXL inh 1, VLA-4 inh -16, GRK2 aptamer HTS 2, MCL1-BIM inh 2, MEX-5 binding -0.6, CIT2 TOR yeast 99 and GLD-1 RNA inh 3.
`Nc1ccc(N(c2ccccc2)c2ccc(N)cc2)cc1` gave Yeast superoxide 85, AGP1 TOR yeast 96, BCLXL inh 18, VLA-4 inh -4, GRK2 aptamer HTS 0, MCL1-BIM inh 18, MEX-5 binding 0.1, CIT2 TOR yeast 100 and GLD-1 RNA inh -2.
Screening CC(=O)c1ccc(NC(=O)CSc2nc(C)cc(C)c2C(N)=O)cc1 returned Yeast superoxide 105, AGP1 TOR yeast 108, BCLXL inh 5, VLA-4 inh 16, GRK2 aptamer HTS 1, MCL1-BIM inh 2, MEX-5 binding -1.0, CIT2 TOR yeast 93 and GLD-1 RNA inh 0.
For CCN(CC)c1ccc(S(=O)(=O)N2CCOCC2)cc1NC(=O)CSc1nncs1 the results were Yeast superoxide 96, AGP1 TOR yeast 106, BCLXL inh 1, VLA-4 inh 2, GRK2 aptamer HTS 0, MCL1-BIM inh 2, MEX-5 binding -0.5, CIT2 TOR yeast 93 and GLD-1 RNA inh 6.
Screening O=C(NCC1CC1)c1onc(CSc2ccc(F)cc2)c1C(=O)NCC1CC1 returned BCLXL inh 3, MCL1-BIM inh -6, MEX-5 binding -2.7 and GLD-1 RNA inh 6.
`COc1ccc(-c2cc(C(=O)Nc3ccc(Br)cc3)no2)cc1` gave Yeast superoxide 100, AGP1 TOR yeast 98, BCLXL inh 4, VLA-4 inh -6, GRK2 aptamer HTS 0, MCL1-BIM inh 12, MEX-5 binding -2.2, CIT2 TOR yeast 100 and GLD-1 RNA inh 6.
`O=C(CCc1ccccc1)Nc1ccc(S(=O)(=O)N2CCCC2)cc1` gave Yeast superoxide 103, AGP1 TOR yeast 99, BCLXL inh -15, VLA-4 inh 25, GRK2 aptamer HTS 8, MCL1-BIM inh -20, MEX-5 binding -1.1, CIT2 TOR yeast 91 and GLD-1 RNA inh -10.
`O=S(=O)(CC(CN1CCCC1)N1CCCC1)c1ccc2ccccc2c1` (centres undefined) gave Yeast superoxide 96, AGP1 TOR yeast 102, BCLXL inh 5, VLA-4 inh 23, GRK2 aptamer HTS 0, MCL1-BIM inh -2, MEX-5 binding -0.4, CIT2 TOR yeast 89 and GLD-1 RNA inh -4.
`CC(C)Oc1cccc(C(=O)N/N=C/c2ccoc2)c1` gave Yeast superoxide 89, AGP1 TOR yeast 95, VLA-4 inh -3, GRK2 aptamer HTS 3 and CIT2 TOR yeast 92.
CCOC(=O)c1c(NC(C)=O)sc2c1CCCNC2=O was read as Yeast superoxide 94, AGP1 TOR yeast 89, BCLXL inh 9, VLA-4 inh 12, GRK2 aptamer HTS 0, MCL1-BIM inh -3, MEX-5 binding 1.3, CIT2 TOR yeast 89 and GLD-1 RNA inh 1.
Cc1ccc(-n2c(C)cc(C(=O)Cn3nc(C(=O)O)c4ccccc4c3=O)c2C)cc1 was read as Yeast superoxide 117, AGP1 TOR yeast 99, BCLXL inh -1, VLA-4 inh -13, GRK2 aptamer HTS 0, MCL1-BIM inh -16, MEX-5 binding 0.4, CIT2 TOR yeast 102 and GLD-1 RNA inh -4.
`COc1ccc(S(=O)(=O)N(C)CC(=O)N2CCN(c3ccccc3)CC2)cc1` gave Yeast superoxide 98, AGP1 TOR yeast 88, BCLXL inh -2, VLA-4 inh -4, GRK2 aptamer HTS 1, MCL1-BIM inh -7, MEX-5 binding 2.8, CIT2 TOR yeast 93 and GLD-1 RNA inh -6.
For CCC1(C)CC(C(N)=S)CCO1 (centres undefined) the results were Yeast superoxide 88, AGP1 TOR yeast 106, BCLXL inh 11, VLA-4 inh -14, GRK2 aptamer HTS 0, MCL1-BIM inh 0, MEX-5 binding -4.9, CIT2 TOR yeast 107 and GLD-1 RNA inh 0.
Screening COc1ccc(-c2ccccc2NC(=O)C2CCCN(Cc3ccc(C)o3)C2)cc1 (centres undefined) returned Yeast superoxide 93, AGP1 TOR yeast 91, BCLXL inh 1, VLA-4 inh 9, GRK2 aptamer HTS 2, MCL1-BIM inh 3, MEX-5 binding -0.1 and GLD-1 RNA inh -4.
Screening COCC1COS(=O)(=O)NC1(C)C (centres undefined) returned Yeast superoxide 95, AGP1 TOR yeast 77, BCLXL inh 2, VLA-4 inh 40, GRK2 aptamer HTS 1, MCL1-BIM inh -1, MEX-5 binding -3.0, CIT2 TOR yeast 67 and GLD-1 RNA inh 5.
CCOC(=O)Cc1csc(NC(=O)CCCCCN2C(=O)c3cccc4cccc(c34)C2=O)n1 was read as Yeast superoxide 102, AGP1 TOR yeast 97, BCLXL inh 8, VLA-4 inh 4, GRK2 aptamer HTS 0, MCL1-BIM inh 2, MEX-5 binding 2.1, CIT2 TOR yeast 99 and GLD-1 RNA inh 6.
For COc1ccc(-c2cc(-c3ccc(Cl)cc3)n[nH]2)c(O)c1 the results were Yeast superoxide 100, AGP1 TOR yeast 93, BCLXL inh 4, VLA-4 inh -1, GRK2 aptamer HTS 1, MCL1-BIM inh -2, MEX-5 binding 3.1, CIT2 TOR yeast 92 and GLD-1 RNA inh -3.
For CCNC(=O)CC1C(=O)N(c2ccc(C)cc2)C(=O)N1CCc1sccc1C (centres undefined) the results were Yeast superoxide 77, AGP1 TOR yeast 90, BCLXL inh 7, VLA-4 inh 3, GRK2 aptamer HTS 2, MCL1-BIM inh 8, MEX-5 binding 0.4, CIT2 TOR yeast 94 and GLD-1 RNA inh 6.
For CCOC(CCNC(=O)c1cn(CC(C)C)c(=O)c2c1c1ccccc1n2C)OCC the results were Yeast superoxide 94, AGP1 TOR yeast 96, BCLXL inh 2, VLA-4 inh -9, GRK2 aptamer HTS 0, MCL1-BIM inh -3, MEX-5 binding 0.4, CIT2 TOR yeast 101 and GLD-1 RNA inh -1.
